PI5P4K alpha inh: qHTS for Inhibitors of phosphatidylinositol 5-phosphate 4-kinase (PI5P4K); max response, %; 1.2% of 330,000 active; AID 652105, 2013; PI5P4Kalpha enzyme, ADP-Glo luminescence, 60 min; hits give low values; active = max response of -50% or lower; inconclusive = between -30% and -50%; inactive = -30% or higher; also: value at the top dose of about 77 µM; % is scaled to controls: 0 for no effect and ±100 for the full control effect
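Luminescence from ADP-Glo served as readout of PI5P4Kalpha activity in a qHTS format. Reaction: enzyme, substrate, compound, ATP at 5 microM final, 60 min at RT.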
GLP-1R inv ag: qHTS of GLP-1 Receptor Inverse Agonists (Inhibition Mode) | HEK293 GLP-1R CRE-luciferase, luminescence, 24 h; GLP-1R form is constitutively active | Glucagon-like peptide 1 receptor (Homo sapiens), P43220 | 1.6% of 410,000 active | Potency, µM (titrated, usually from 38.3 µM), for inactives: at the top dose activity change, negative = inhibition, most hits filed as inhibitors; also: potency is read from the fitted curve at half-maximal effect; % is scaled to controls: 0 for no effect and ±100 for the full control effect; nearly all actives have a fitted effect of over 55% in size
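Assay principle: reduced luminescence from a cAMP-responsive reporter in HEK293 cells co-expressing a constitutively active GLP-1R. Conditions: 24 hr compound incubation, 37 deg C, 5% CO2.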
GLP-1R agonist: qHTS of GLP-1 Receptor Agonists | HEK293 GLP-1R CRE-luciferase, luminescence, 4-6 h; cells express a hypersensitive GLP-1R form | Glucagon-like peptide 1 receptor (Homo sapiens), P43220 | AID 624172, 2012 | 0.007% of 380,000 active | Potency, µM (top dose mostly 45.6 µM), for the others: at the top dose activation, usual class: activators; also: potency is read from the fitted curve at half-maximal effect; % of control where 0% means no effect
HEK293 tox: qHTS of GLP-1 Receptor Inverse Agonists: Cytotox Screen; HEK293 cAMP-luciferase reporter cells, luminescence, 24 h; Potency, µM (doses to about 38.3 µM), for the others: at the highest dose activity change, negative = inhibition, actives largely listed as inhibitors; 0.13% of 410,000 active; AID 624418, 2012;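 also: loss of luciferase light is scored as toxicity; potency is read from the fitted curve at half-maximal effect; % is scaled to controls: 0 for no effect and ±100 for the full control effect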
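Cells in DMEM/10% Nu serum/1% pen-strep, 1536-well format. Pre-incubated 12 h, dosed with 23 nL compound, incubated a further 24 h. Luciferase detection, 12 min at room temp, luminescence.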
EPAC1 antag: qHTS for Antagonist of cAMP-regulated guanine nucleotide exchange factor 3 (EPAC1): primary screen | AID 720709, 2013 | EPAC1 GEF assay, Rap1b-BODIPY-GDP exchange fluorescence | 0.14% of 360,000 active | Potency, µM (series often up to 115 µM), for the others: at the top dose activity change, negative = inhibition, most hits filed as inhibitors;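 also: potency is read from the fitted curve at half-maximal effect; plate controls were vehicle for no effect and positive control for full effect; nearly all actives have a fitted effect of over 50% in size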
Target sequence (O95398 whole entry, looked up): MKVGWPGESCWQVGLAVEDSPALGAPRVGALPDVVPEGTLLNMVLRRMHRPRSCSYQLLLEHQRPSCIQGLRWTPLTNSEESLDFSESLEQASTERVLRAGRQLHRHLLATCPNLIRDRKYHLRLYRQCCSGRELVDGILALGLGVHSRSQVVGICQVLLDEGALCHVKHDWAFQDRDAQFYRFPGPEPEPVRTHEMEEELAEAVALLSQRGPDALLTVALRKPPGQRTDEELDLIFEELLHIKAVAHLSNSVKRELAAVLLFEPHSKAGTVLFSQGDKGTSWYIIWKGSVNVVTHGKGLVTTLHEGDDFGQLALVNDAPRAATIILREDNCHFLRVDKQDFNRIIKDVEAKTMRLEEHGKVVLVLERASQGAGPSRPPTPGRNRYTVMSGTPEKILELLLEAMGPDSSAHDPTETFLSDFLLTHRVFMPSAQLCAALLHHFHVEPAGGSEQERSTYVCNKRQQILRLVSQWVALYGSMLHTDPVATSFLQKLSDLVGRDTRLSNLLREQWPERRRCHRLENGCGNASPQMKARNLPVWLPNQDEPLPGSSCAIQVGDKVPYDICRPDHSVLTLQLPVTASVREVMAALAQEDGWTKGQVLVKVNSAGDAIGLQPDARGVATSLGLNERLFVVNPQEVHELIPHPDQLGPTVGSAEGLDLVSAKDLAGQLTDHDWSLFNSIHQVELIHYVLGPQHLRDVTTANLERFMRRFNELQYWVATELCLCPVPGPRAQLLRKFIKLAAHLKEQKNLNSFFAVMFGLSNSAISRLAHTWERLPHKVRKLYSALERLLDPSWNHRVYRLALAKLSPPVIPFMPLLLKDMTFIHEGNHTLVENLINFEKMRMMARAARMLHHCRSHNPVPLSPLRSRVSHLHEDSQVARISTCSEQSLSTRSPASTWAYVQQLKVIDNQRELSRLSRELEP
PLK1 PBD inh: qHTS for Inhibitors of PLK1-PDB (polo-like kinase 1 - polo-box domain): Primary Screen; 2.8% of 360,000 active; Potency, µM, without a hit: max response, negative = inhibition, hits mostly inhibitors; Serine/threonine-protein kinase PLK1 (Homo sapiens), P53350; AID 720504, 2013; Plk1 PBD binding of FITC phosphopeptide, fluorescence polarization; also: potency is read from the fitted curve at half-maximal effect; series mostly up to about 57 µM; % is scaled to controls: 0 for no effect and ±100 for the full control effect; nearly all actives have a fitted effect of over 65% in size
IL-2 act: qHTS of IL-2 Activators | IL-2 activation reporter assay, cell-based qHTS; stimulated with anti-CD3/CD4/CD28 beads; in transgenic mouse T cells | activation, % (series mostly up to about 46 µM) | 0.065% of 360,000 active | AID 652025, 2013; in the data active = activation above about 50%; inconclusive = mostly about 30% to 49%; also: 0% is about no effect
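Screening format: compound pinned onto unstimulated transgenic mouse T cells, 60 min incubation, then anti-CD3/anti-CD4/anti-CD28 bead stimulation for 18 hours at 37 degrees C, followed by EGFP and DsRed detection.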
EPAC1 agonist: qHTS for Agonist of cAMP-regulated guanine nucleotide exchange factor 3 (EPAC1): primary screen | Potency, µM (doses to about 154 µM), without a hit: top-dose activation, actives largely listed as activators | 0.073% of 360,000 active | EPAC1 agonist qHTS, biochemical assay; response scale: 100% = response to 6.5 mM cAMP; also: potency is read from the fitted curve at half-maximal effect; nearly all actives have a fitted effect of over 60% in size
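Nucleotide exchange by EPAC1 (100 nM) on Rap1B–BODIPY-GDP (250 nM) in the presence of 50 uM GDP is tracked fluorescently at 480/540 nm over 30 min. Signals are normalized to a 6.5 mM cAMP control.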
PTHR1 agonist: qHTS for PTHR1 Agonists: Primary Screen. AID 743266, 2014. 0.075% of 410,000 active. HEK293 GP2 PTHR1 cells, GloSensor cAMP luminescence, 1 h. Potency, µM (top dose mostly 115 µM), for inactives: at the top dose activation, actives largely listed as activators; also: potency is read from the fitted curve at half-maximal effect; nearly all actives have a fitted effect of over 55% in size; some results filed as inactive show a strong effect at the top dose; inactives centre near -15; many of its hits are not listed in these tables
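HEK-293-derived GP2 cells expressing PTHR1 and a GloSensor cAMP reporter, 3,000/well, plated overnight, given luciferin plus IBMX (each 0.5 mM as added) for 1 h at 37 °C, then compound for 1 h at 37 °C. Luminescence was read after 15 min at room temperature.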
An asterisk follows results filed as active; i = inactive; ? = inconclusive; · = no result given; & = joins results of further samples; [ ] = another dose, or the depositor's remark. Unless noted, calls follow the shape of the dose curve; as a rule, active = well fitted curve in the direction sought with a large enough effect; inconclusive = small, poorly fitted or top-dose-only effect, or another doubt; inactive = no such curve, though single readings can be large; an effect the other way counts as inactive or inconclusive. A portion of the library; rates above refer to the full screens.

SMILES	PI5P4K alpha inh	GLP-1R inv ag	GLP-1R agonist	HEK293 tox	EPAC1 antag	PLK1 PBD inh	IL-2 act	EPAC1 agonist	PTHR1 agonist
CCOc1ccc(NS(=O)(=O)c2ccc3[nH]cc(C(=O)NCC4CCCO4)c(=O)c3c2)cc1 (stereo not drawn)	-4	2%&16%	-1%	-12%&-3%	-9%	-13%	3.6	-2%	-14%
Cc1ccc(-c2nc(C#N)c(N3CCCCC3)o2)cc1	-3	-2%	13%	-2%	1%	-1%	-3.7	-12%	-27%
CS(=O)(=O)N(CC(=O)NCc1ccc2c(c1)OCO2)c1ccc(Cl)cc1	-6	2%	-3%	3%	4%	-6%	-3.2	7%	-7%
c1ccc(CSc2nnc([C@@H]3CCCN3)o2)cc1	1	6%	2%	5%	4%	-2%	-1.5	-3%	i
CC(C)OC(=O)c1ccc2nc3ccccc3nc2c1	-5	81%[activator]	7%	4%	-2%	-4%	-3.5	11%	-37%[inhibitor]
NS(=O)(=O)c1ccc(CNC(=O)c2sccc2-c2ccccc2)cc1	4	9%	10%	-3%	-7%	-8%	0.1	-5%	i
CCOC(=O)C1=C(COC(=O)/C=C/c2cccc(Cl)c2)NC(=O)NC1C (stereo not drawn)	-3	1%	17%	-3%	17%	2%	-2.3	-2%	-23%
CCOc1ccc(-n2ccnc(SCC(=O)Nc3ccc(OC)cc3OC)c2=O)cc1	-5	?	9%	-5%	-10%	?	0.3	3%	-79%[inhibitor]
Cc1cc(C#N)c(C)c(SCc2[nH]nc3c2C(c2ccccc2)C(C#N)=C(N)O3)n1 (stereo not drawn)	-25	0%	14%	-10%	-1%	-16%	-0.6	0%	i
COc1cc(CNCCC2CCOC(C)(C)C2)ccc1O (stereo not drawn)	-5	6%	-3%	6%	-9%	-1%	-0.1	12%	i
COc1ccccc1Oc1ccc(NC(=O)c2ccccc2C)cc1	3	8%	-9%	1%	-24%	6%	-2.4	-3%	-36%
COc1ccc(NC(=O)C(NC(C)=O)C(=O)Nc2ccc(F)cc2)cc1 (stereo not drawn)	-3	18%	9%	1%	-22%	-20%	1.7	2%	i
CC(C)[C@H](NS(=O)(=O)c1ccccc1)C(=O)OCC(=O)NCc1ccc2c(c1)OCO2	-2	-27%	17%	4%	-1%	-2%	-0.7	7%	i
COc1ccccc1N(C)S(=O)(=O)c1ccc(C)c(C(=O)N2CCCCCC2)c1	5	?	-5%	-23%	10%	-5%	0.2	-8%	-38%[inhibitor]
CC1=C(C)CC(C(=O)Nc2nc(-c3ccc(F)cc3)c(C)s2)C(C(=O)O)C1 (stereo not drawn)	-6	9%	-5%	-6%	2%	2%	0.4	-3%	i
Cc1cc(Cl)ccc1OC(C)C(=O)NCCc1ccc2c(c1)OCCO2 (stereo not drawn)	10	?	19%	11%	-8%	5%	-0.1	7%	-52%[inhibitor]
O=C(CSc1nc(=O)n2ccccc2n1)NCc1ccccc1Cl	-15	18%	-2%	-8%	-1%	-13%	-1.3	0%	i
Cc1cc(C(=O)OCC(=O)NC2CCCC(C)C2C)c(C)o1 (stereo not drawn)	2	-21%	12%	-18%	-12%	-13%	1.5	1%	i
Nc1c(Sc2ccccc2)c(=O)[nH]c(=O)n1Cc1ccccc1	·	-8%	0%	-16%	13%	-4%	-0.8	1%	-3%
COc1cccc(/C=C2\SC(N3CCC(C)CC3)=NC2=O)c1OC	-19	5%	1%	-4%	-2%	?	-1.1	-2%	-38%[inhibitor]

The last 3 records of the section above are carried over, then new ones follow.
SMILES	PI5P4K alpha inh	GLP-1R inv ag	GLP-1R agonist	HEK293 tox	EPAC1 antag	PLK1 PBD inh	IL-2 act	EPAC1 agonist	PTHR1 agonist
Cc1cc(C(=O)OCC(=O)NC2CCCC(C)C2C)c(C)o1 (stereo not drawn)	2	-21%	12%	-18%	-12%	-13%	1.5	1%	i
Nc1c(Sc2ccccc2)c(=O)[nH]c(=O)n1Cc1ccccc1	·	-8%	0%	-16%	13%	-4%	-0.8	1%	-3%
COc1cccc(/C=C2\SC(N3CCC(C)CC3)=NC2=O)c1OC	-19	5%	1%	-4%	-2%	?	-1.1	-2%	-38%[inhibitor]
CCOc1ccc(Cl)cc1-c1cc(C(=O)NCCOC)[nH]n1	0	7%	-3%	1%	10%	-3%	-0.2	-6%	0%
CCC(c1nnnn1Cc1ccco1)N(CCc1ccccc1)Cc1cc2cc(C)ccc2[nH]c1=O (stereo not drawn)	1	?	8%	?	-19%	-3%	-0.3	4%	-16%
C=CCn1c(SCC(=O)Nc2ccc3c(c2)OCCO3)nnc1-c1ccccn1	-1	2%	4%	-17%	-15%	-7%	-4.1	0%	-24%[57.5 µM]
Cc1nc(C(=O)Nc2ccc(F)cc2)nn1-c1ccc([N+](=O)[O-])cc1	·	0%	-13%	4%	-21%	-8%	0.0	4%	i
CCOC(=O)NNc1ccc2nonc2c1[N+](=O)[O-]	-65*	-20%	-3%	?	?	8.4µM*	-0.7	-6%	-34%[inhibitor]
CCOc1ccc(NS(=O)(=O)c2ccc3c(c2)n(C)c(=O)n3C)cc1	-4	-5%	-1%	2%	-23%	-15%	-0.1	7%	i
CC1(NC(=O)Cc2ccc(S(=O)(=O)N3CCOCC3)s2)CCS(=O)(=O)C1 (stereo not drawn)	-7	0%	-11%	-15%	-5%	1%	-0.3	-5%	i
CNS(=O)(=O)c1cccc(C(=O)OCC(=O)Nc2ccc(OC)cc2[N+](=O)[O-])c1	-3	1%	21%	-2%	-29%	-15%	0.5	0%	-30%[inhibitor]
CCCCN(C)CCNC(=O)C1CCN(S(=O)(=O)c2cccc3nsnc23)CC1	1	-5%	6%	6%	-19%	-2%	-0.5	19%	i
CCN(CC)S(=O)(=O)c1ccc(Cl)c(NC(=O)COC(=O)C2CCCCC2)c1	13	-11%	2%	16%	-20%	-8%	0.5	9%	18%
Clc1ccc2c(c1)C(C1=NCCN1)c1ccccc1CS2 (stereo not drawn)	-5	3.2µM*	-4%	?	0%	-2%	-3.9	-5%	-9%
O=C(c1ccc(CS(=O)(=O)Cc2ccccc2)cc1)N1CCCCC1	2	21%	13%	4%	10%	3%	-3.3	10%	-22%
Cc1cc(Nc2ccc(Br)cc2)nc2ccccc12	5	?	0%	-11%	-14%	1%	-0.3	6%	i
COc1ccc(CCNS(=O)(=O)c2ccc(Cl)cc2)cc1OC	-9	-7%	5%	0%	-5%	2%	-2.5	-1%	i
CCCNc1nc2c(c(=O)n(C)c(=O)n2C)n1Cc1ccc(F)cc1	2	1%	-5%	3%	-5%	-5%	-4.1	-7%	-49%[inhibitor]
CCNC(=S)Nc1cc(C)ccn1	1	?	9%	0%[1.53 µM]	-6%	-6%	-0.5	2%	-21%
CC(C)(C)NS(=O)(=O)c1ccc(CCC(=O)NCc2cccnc2)cc1	·	13%	-4%	2%	6%	-9%	0.9	-1%	i
Cc1ccc(S(=O)(=O)NNC(=O)C(O)(c2ccccc2C)c2ccccc2C)cc1	1	?	-7%	14%	-11%	-11%	-5.0	-7%	i
CCN(c1cccc(C)c1)S(=O)(=O)c1ccc2c(c1)NC(=O)CS2	2	?	1%	-27%	-13%	-11%	-1.9	-1%	i
O=C(Nc1c(F)cccc1F)C1CCN(C(=O)c2cccs2)CC1	-2	0%	10%	-2%	-19%	-9%	0.3	0%	i
COc1cc(NC(=O)COC(=O)c2ccc(S(=O)(=O)N3CC(C)CC(C)C3)cc2)c(C)cc1[N+](=O)[O-] (stereo not drawn)	3	9%	0%	20%	-25%	-13%	-4.4	5%	i
CC1(C)CC(=O)C(C=Nc2ccccc2)=C(O)C1	-1	0%	-1%	-2%	7%	-1%	-2.5	2%	i
O=C(/C=C1\NC2(CCCC2)Cc2ccccc21)N1CCOCC1	3	?	-28%	18%	-3%	2%	-0.6	-10%	-14%[57.5 µM]
COc1ccc(OCC(=O)N2CCC3(CC2)CC(=O)c2ccccc2O3)cc1	0	?	9%	-14%	5%	2%	5.3	-2%	-3%
Cc1ccc(S(=O)(=O)N2CCCCCC2)cc1C(=O)NCc1ccccn1	-2	-20%	11%	-4%	10%	-2%	-0.4	0%	-22%
CSc1nc(C)c(C(=O)C[n+]2ccccc2)cc1C#N	-9	-1%	-2%	5%	7%	-10%	-5.2	5%	i
COc1ccccc1/C=C/C(=O)OCC(=O)Nc1ccc2c(c1)OCCO2	0	12%	9%	-29%	-8%	-4%	0.9	-3%	-12%
CCOC(=O)c1c(NC(=O)N/N=C/c2ccccc2OCC)sc(C(C)=O)c1C	-4	16%	-4%	3%	2%	-4%	-0.8	7%	-18%
COc1ccc(S(=O)(=O)Cc2ccc(C(=O)NCc3ccc(C)cc3)o2)cc1	3	-22%	4%	-4%	-4%	-15%	-4.3	10%	-16%
CC(=O)N1CCN(Cc2cc(=O)oc3cc(C)ccc23)CC1	0	8%	11%	4%	5%	-2%	0.6	0%	-9%
C(=NN=C1c2ccccc2-c2ccccc21)c1c[nH]c2ccccc12	69	?	-4%	?	-5%	4%	-4.9	8%	-1%
CCc1nnc(NC(=O)c2ccc(S(=O)(=O)N3CCCC(C)C3)cc2)s1 (stereo not drawn)	1	8%	9%	-1%	-10%	2%	-0.8	4%	-8%
Nc1nc(SCCO)[nH]c(=O)c1NC(=O)c1ccccc1F	0	10%	-1%	1%	5%	-13%	2.8	0%	-4%
Cc1nc(C)n(C(C)CNC(=O)c2cccc(Br)c2)n1 (stereo not drawn)	6	9%	-12%	8%	3%	-6%	0.9	10%	-7%
CCOC(=O)c1c(-c2cccs2)csc1NC(=O)CN1CCOCC1	0	?	?	1%	-13%	0%	-0.8	3%	-8%[57.5 µM]

From PubChem
